TR-FRET SRC-2 ct: TR-FRET signal artefacts, primary screen, artefact control for PPARgamma SRC-2 agonist project, biochemical; TR-FRET artefact counter-screen; hits give high values; TR-FRET ratio at 8 µM; 200,000 compounds, 0.4% hits; AID 1049, 2008; in the data active = TR-FRET ratio above about 2000; also: inactives centre near 1500
PPARg SRC3 recr: PPARgamma agonists recruiting SRC-3 coactivator, primary screen, biochemical. Peroxisome proliferator-activated receptor gamma (Homo sapiens), P37231. biochemical PPARgamma/SRC-3 coactivator recruitment assay. activation, % at 8 µM. 200,000 compounds, 0.26% hits; in the data active = activation above about 23%;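 also: 0% = DMSO and 100% = reference agonist; some compounds past the cut are filed as inactive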
Target sequence (P37231 whole entry, looked up): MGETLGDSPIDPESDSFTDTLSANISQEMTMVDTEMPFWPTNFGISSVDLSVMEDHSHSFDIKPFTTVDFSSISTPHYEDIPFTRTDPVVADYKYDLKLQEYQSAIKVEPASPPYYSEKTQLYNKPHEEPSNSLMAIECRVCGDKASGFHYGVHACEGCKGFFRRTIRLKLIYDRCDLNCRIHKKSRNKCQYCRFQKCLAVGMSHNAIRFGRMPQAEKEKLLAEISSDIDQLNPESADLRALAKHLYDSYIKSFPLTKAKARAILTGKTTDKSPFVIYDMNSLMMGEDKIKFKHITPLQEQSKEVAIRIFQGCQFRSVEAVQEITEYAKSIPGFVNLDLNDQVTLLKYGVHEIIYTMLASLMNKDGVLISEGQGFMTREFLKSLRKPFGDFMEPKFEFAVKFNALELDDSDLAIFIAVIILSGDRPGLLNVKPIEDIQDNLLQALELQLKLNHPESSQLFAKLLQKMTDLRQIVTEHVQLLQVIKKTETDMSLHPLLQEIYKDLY
STAT1 blocker: STAT1 signaling inhibitors, primary screen, cell-based, HTS, luciferase reporter; NIH 3T3 STAT1-luciferase reporter, IFN-gamma, luminescence; inhibition, % at 5.5 µM; 200,000 compounds, 0.35% hits; AID 920, 2007;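 active = inhibition above a set limit, the mean inhibition across all tested compounds plus 3 SD, cut at about 34% in these data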;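 also: 0% = IFN-gamma with DMSO and 100% = IFN-gamma with 300 µM nifuroxazide; values of inactives mirror those of a sister screen read the other way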
STAT3 activator: IL-6 driven STAT3 reporter potentiators, primary screen, U3A cells, luciferase, luminescence, MLSCN library. IL-6 STAT3-luciferase reporter; 100% = signal with IL-6 EC80 alone. activation (% of control), % at 5.6 µM. 190,000 compounds, 0.91% hits. AID 871, 2007;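 active = activation above the screen-wide mean of compound activation plus 3 SD, cut at about 130% in these data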;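 also: 0% = background luminescence of wells with medium and substrate only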
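Material: STAT3-luciferase reporter U3A cells. Controls: IL-6-treated wells, 100% activation. Read-out: % activation versus median of IL-6-stimulated wells. Probe or stimulus: IL-6 stimulus at 33 ng/mL final. Timing: compound 1 h, then IL-6 6 h at 37 °C. Signal: reporter luminescence signal.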
PPARg SRC-1 ag: PPARgamma agonists recruiting SRC-1 coactivator, primary screen, biochemical. Peroxisome proliferator-activated receptor gamma (Homo sapiens), P37231. PPARgamma-SRC-1 coactivator recruitment biochemical assay. activation, % at 8 µM. 200,000 compounds, 0.41% hits. AID 631, 2007; in the data active = activation above about 19%;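 also: 0% = DMSO and 100% = reference agonist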
ROMK mod: ROMK potassium channel modulators, primary screen, cell-based, thallium flux, MLSMR library; ATP-sensitive inward rectifier potassium channel 1 (Homo sapiens), P48048; Tet-inducible ROMK, thallium flux fluorescence; actives lie on both sides; B-score at 10 µM; 130,000 compounds, 2% hits;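 active = signal ratio slope over the read window, or its plate-corrected B-score, at least 3 SD from the plate mean, either direction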;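 also: B-score of the F/F0 ratio slope over 7 to 12 s after thallium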
Target sequence (P48048 whole entry, looked up): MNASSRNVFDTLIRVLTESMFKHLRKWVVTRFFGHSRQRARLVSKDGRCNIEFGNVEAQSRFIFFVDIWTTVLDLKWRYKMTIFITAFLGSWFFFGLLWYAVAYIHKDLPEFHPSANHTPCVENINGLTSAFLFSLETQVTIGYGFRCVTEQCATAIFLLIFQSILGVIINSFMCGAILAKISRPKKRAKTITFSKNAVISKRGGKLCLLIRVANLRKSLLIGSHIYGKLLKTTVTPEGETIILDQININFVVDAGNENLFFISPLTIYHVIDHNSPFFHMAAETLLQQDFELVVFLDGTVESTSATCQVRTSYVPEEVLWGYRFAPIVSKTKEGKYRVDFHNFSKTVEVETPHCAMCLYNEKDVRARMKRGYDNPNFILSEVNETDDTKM
bIAP activator: bovine intestinal alkaline phosphatase activators, primary screen, biochemical, bovine IAP, CDP-star luminescence. alkaline phosphatase, intestinal [Bos taurus]. purified bovine IAP, 30 min; hits give high values; fold of DMSO-control signal, blank-subtracted. 200,000 compounds, 0.17% hits. AID 1016, 2008. activation factor at 20 µM;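 active = activation factor of 2 or more at 20 µM, a signal rise over negative controls twice the positive control's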
PPARg SRC-2 ag: agonists of PPARg-SRC-2 recruitment, primary screen, biochemical, HTS | Peroxisome proliferator-activated receptor gamma (Homo sapiens), P37231 | PPARgamma LBD-SRC-2 recruitment | activation, % at 8 µM | 200,000 compounds, 0.34% hits; in the data active = activation above about 22%;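 also: 0% = vehicle and 100% = reference agonist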
TNAP act hi DEA: TNAP activators at high phosphate acceptor level, primary screen, biochemical, luminescence, uHTS; Alkaline phosphatase, tissue-nonspecific isozyme (Homo sapiens), P05186; purified TNAP, CDP-star luminescence, 1 M DEA, 30 min; hits give high values; 0 = EDTA background, 1 = DMSO-only activity; activation factor at 20 µM; 200,000 tested, under 10 active; AID 1136, 2008;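 active = activation factor at least 2 at 20 µM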
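Control set: EDTA negative control, DMSO positive control / Assay system: human TNAP / Quantity: TNAP 1/800 final / Evaluation: TNAP activation factor scaled between EDTA and DMSO control wells / Measured by: luminescent substrate turnover signal / Compound dosing: one dose, 20 µM / Times: 30 min enzyme reaction at room temperature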
bIAP inh: bovine intestinal alkaline phosphatase inhibitors, primary screen, selectivity assay for TNAP inhibitor project, biochemical, bovine IAP, CDP-star luminescence | AID 1019, 2008 | alkaline phosphatase, intestinal [Bos taurus] | inhibition, % at 20 µM | purified bovine IAP, 30 min | 190,000 tested, under 10 active;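 active = over 50% inhibition of intestinal alkaline phosphatase at 20 µM in the single-dose screen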
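test system = bovine IAP enzyme | medium = DEA buffer 100 mM, pH 9.8, with MgCl2 1.0 mM, ZnCl2 0.02 mM | detection = luminescence | dosing = single compound dose of 20 µM, 2% DMSO final | incubation = 30 min reaction at room temperature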
STAT3 blocker: IL-6 driven STAT3 reporter inhibitors, primary screen, U3A cells, luciferase, luminescence, MLSCN library. IL-6 STAT3-luciferase reporter; host cell line lacks STAT1. inhibition, % at 5.5 µM. 190,000 compounds, 0.89% hits. AID 862, 2007;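 active = inhibition above the mean inhibition across all screened compounds plus 3 SD, cut at about 44% in these data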;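 also: 0% = DMSO only wells and 100% = 100 µM nifuroxazide control wells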
Active calls of the source: *; / = not tested or not shown.

SMILES | TR-FRET SRC-2 ct | PPARg SRC3 recr | STAT1 blocker | STAT3 activator | PPARg SRC-1 ag | ROMK mod | bIAP activator | PPARg SRC-2 ag | TNAP act hi DEA | bIAP inh | STAT3 blocker
CCOc1ccc(-n2c(=O)c3c4c(sc3n(CC(=O)NCC3CCCO3)c2=O)CCCC4)cc1 (stereo unspecified) | 1763 | 0 | 4 | 97 | 4 | 0.08 | 1.2 | 1 | 1 | -19 | 10
O=C(CCCCCC(=O)N(CCO)CCO)N(CCO)CCO | 1762 | 5 | 0 | 90 | 6 | 0.5 | 1 | 12 | 1.1 | 5 | 14
COc1ccc(N2C(=O)N(Cc3cccc(F)c3)c3ccccc3S2(=O)=O)cc1 | 1688 | 0 | 3 | 99 | -3 | -0.35 | 1 | -3 | 1.1 | -1 | 6
CC1=NN(C(=O)Cc2ccc([N+](=O)[O-])cc2)C(O)(c2ccccc2)C1 (stereo unspecified) | 1396 | -7 | -4 | 102 | -4 | / | 1 | 0 | 1 | 0 | -1
COC(=O)c1ccccc1NC(=O)C1CCCC1 | 1577 | -14 | 8 | 104 | -4 | / | 0.9 | -1 | 1 | 11 | -4
Fc1ccc(C(c2nnnn2C2CCCC2)N2CCN(Cc3ccccc3)CC2)cc1 (stereo unspecified) | 1527 | -6 | -2 | 93 | 2 | / | 1 | 1 | 1 | -1 | 14
CCNC(=O)O/N=C(\C)c1sc(-c2ccccc2)nc1C | 1592 | 3 | -17 | 87 | 0 | / | 1 | -2 | 1 | 2 | 22
Cc1cc(=O)n(C)c2ccccc12 | 1476 | 0 | -10 | 91 | -1 | 0.26 | 1 | 1 | 1 | 3 | 16
COc1ccc(OCC(O)CN(C)C(=O)/C=C/c2cccc([N+](=O)[O-])c2)cc1 (stereo unspecified) | 1503 | 0 | -7 | 103 | 2 | -0.62 | 1.1 | 6 | 1 | -7 | 2
Nc1nc(SCCN2C(=O)c3ccccc3C2=O)n[nH]1 | 1487 | -9 | 0 | 103 | -6 | 0.29 | 0.9 | 6 | 1 | 15 | 4
COc1ccc(Cl)cc1NC(=O)N1CCN(CCc2ccccc2)CC1 | 1514 | 1 | 8 | 99 | 1 | -1.4 | 1.1 | 6 | 1 | -6 | 4
Oc1ccc(N=Cc2ccc(-c3cccs3)s2)cc1 | 1957 | 24 | -3 | 107 | 37* | -0.019 | 0.9 | 26* | 1 | 8 | -4
COc1ccc(-n2c(=O)c3c4c(sc3n3c(C)nnc23)CC(C)CC4)cc1 (stereo unspecified) | 1590 | -3 | 0 | 89 | -2 | -0.4 | / | 9 | / | / | 16
O=C(CCC(=O)Nc1cccc2ccccc12)N/N=C/c1ccco1 | 1732 | 4 | -2 | 105 | 6 | -0.76 | 0.8 | -3 | 1.1 | 22 | -2
O=C(O)CCc1ccc(-c2ccc(F)cc2)n1CCC(=O)O | 1678 | -2 | -3 | 100 | 1 | 1.1 | 1 | 10 | 1 | 1 | 3
O=C(Nc1cc(C(=O)N2CCCC2)ccc1N1CCCC1)c1ccccc1F | 1659 | 3 | 51* | 89 | -2 | / | 1 | 4 | 1.1 | 0 | 17
Cc1ccccc1CSc1ccc2nnc(-c3ccccn3)n2n1 | 1493 | -6 | 8 | 90 | 6 | 0.16 | 1.1 | -1 | 1 | -11 | 13
Cc1ccc(-c2cn(-c3ccc(SC(F)F)cc3)c3[n+]2CCC3)cc1 | 1577 | -2 | 22 | 83 | -2 | -2.5 | 0.9 | 5 | 1 | 5 | 22
CC1=NN(c2ccccc2)C(=O)/C1=C/c1ccc[nH]1 | 1633 | 2 | -8 | 150* | 3 | -7.4e-05 | 0.9 | 3 | 0.8 | 5 | -65
CCc1nnc(NS(=O)(=O)c2ccc(NC(=O)c3ccccc3C)cc2)s1 | 1795 | 4 | -3 | 100 | 14 | 1.1 | 0.9 | 7 | 1 | 6 | 10
Clc1ccc(CSc2nnc(CN3CCOCC3)n2-c2ccccc2)cc1Cl | 1483 | 5 | 6 | 101 | -5 | -1.3 | 1 | 0 | 1.1 | 2 | 4
O=C(CN1C(=O)/C(=C\c2ccccc2Cl)Oc2ccccc21)NCc1cccnc1 | 1581 | 7 | 4 | 113 | 0 | 0.73 | 1 | 5 | 1 | 0 | -1
C#CCOCCOCCOCCNc1nc(N2CCN(C(=O)[C@H](Cc3cc4ccccc4[nH]3)n3cc([C@@H](N)C(C)CC)nn3)CC2)nc(N2CCN(C(=O)[C@H](Cc3cc4ccccc4[nH]3)n3cc([C@@H](N)Cc4ccc(O)cc4)nn3)CC2)n1 (stereo partly specified) | 1640 | 3 | -6 | / | -5 | / | 2.2* | 1 | 1.1 | -116 | /
CC(C)OC(=O)NC(C)(C)COC(=O)Nc1cccc(Cl)c1 | 1497 | 11 | -1 | 96 | -2 | -0.15 | 1 | 6 | 1 | -5 | 8
CCOc1ccc(C(=O)Nc2cc(C)ccn2)cc1 | 1532 | -1 | 75* | 24 | 3 | -1 | 1 | -5 | 1 | 1 | 93*
CCN(CC)C(=O)CSc1nc2ccccc2c(=O)n1CC1CCCCC1 | 1463 | -2 | -6 | 106 | -7 | -2.4 | 1.1 | 3 | 1.1 | -7 | 0
CCOC(=O)N1CCC(NC(=O)c2cc3c(-c4ccc(Cl)cc4)nn(C)c3s2)CC1 | 1575 | 11 | 12 | 151* | 10 | / | 0.9 | 7 | 1 | 14 | -56
CCOC(=O)C1=C(N)Oc2cc(C)n(CCc3ccc(OC)c(OC)c3)c(=O)c2C1c1cccnc1 (stereo unspecified) | 1577 | 6 | 2 | 98 | 6 | / | 1 | -2 | 1 | -3 | 6
Cc1c(C)c2cc(Cl)c(O)c(CN(C)C)c2oc1=O | 1541 | 1 | -6 | 101 | -3 | 0.83 | 1 | -2 | 1.1 | 1 | 1
COC(=O)c1cccc(Cn2nnc3ccccc3c2=O)c1 | 1308 | 10 | -2 | 114 | -3 | / | 0.9 | -5 | 1.1 | 6 | -11
O=C(N1CCCCCC1)N1CCN(S(=O)(=O)N2CCCCC2)CC1 | 1426 | 15 | 0 | 101 | 0 | -0.038 | 1 | -5 | 1.1 | -4 | 2
CCCCOc1ccc(C(=S)N2CCC(C(N)=O)CC2)cc1 | 1694 | 5 | -29 | 110 | 13 | -0.15 | 0.9 | -4 | 1 | 6 | -11
COc1ccc(OC)c(C(=O)Cn2c3[n+](c4ccc(C(F)(F)F)cc42)CCCCC3)c1 | 1687 | -1 | -5 | 98 | 4 | / | 1 | -2 | 1 | -2 | 7
CC1(C)Cc2nc3oc4c(N(CCO)Cc5ccccc5)ncnc4c3cc2CO1 | 1599 | -2 | 4 | 92 | -4 | / | 1 | -2 | 1 | 3 | 14
CCOC(=O)c1ccccc1NC(=O)COc1ccccc1 | 1735 | 2 | -10 | 100 | 0 | -0.54 | 0.8 | -3 | 1.1 | 17 | 4
CC(CN1CCOCC1)OC(=O)/C=C/c1ccccc1 (stereo unspecified) | 1726 | 0 | -11 | 99 | 4 | / | 1.1 | 1 | 1 | -10 | 6
Cc1cccc(OCC(=O)N/N=C/C=C/c2ccco2)c1 | 1783 | 1 | 11 | 100 | 4 | 0.34 | 1.4 | 6 | 1 | -36 | 0
COc1ccc(C(CNC(=O)c2ccc(S(=O)(=O)N3CCCC3)cc2)N(C)C)cc1OC (stereo unspecified) | 1495 | 0 | 1 | 101 | 2 | -0.11 | 1 | 4 | 1 | -4 | 0
O=C(c1ccc(Cl)cc1)N1CCCC(c2ccccc2)=N1 | 1454 | 4 | -3 | 106 | -7 | 0.87 | 1 | -3 | 1 | -3 | 1
CC(C)(C)NC(=O)C(=O)N/N=C/c1ccc(F)cc1 | 1611 | -1 | -15 | 96 | -3 | 1.7 | 1.1 | -4 | 1 | -12 | 12
O=C(CNC(c1ccccc1)c1ccccc1)Nc1cc([N+](=O)[O-])ccc1Cl | 1532 | -1 | 5 | 109 | -4 | -0.88 | 1.1 | 4 | 1.1 | -10 | -14
N=c1oc2ccc3ccccc3c2cc1-c1nc(-c2ccccc2)cs1 | 1744 | 0 | 6 | 112 | 2 | / | 0.9 | 8 | 1 | 6 | -10
CCOC(=O)N1CCN(C(=O)CSc2nnc(COc3ccc(Cl)cc3)o2)CC1 | 1619 | 3 | 17 | 95 | 2 | / | 1 | 6 | 1 | 4 | 6
CCN(CC)CCN1C(=O)C(=O)/C(=C(/O)c2cnn(-c3ccccc3)c2C)C1c1ccc(C)o1 (stereo unspecified) | 1534 | -5 | -21 | 100 | -3 | / | 1 | -2 | 1 | 3 | 4
Cn1ncc(C#N)c1/N=C/N1CCOCC1 | 1362 | -2 | -3 | 100 | -1 | -0.18 | 0.9 | 2 | 1.1 | 8 | 3
Cc1ccc(C(=O)C[n+]2cc(Br)cc(Br)c2)cc1[N+](=O)[O-] | 1509 | 1 | 9 | 104 | 2 | / | 1.2 | -2 | 0.9 | -23 | 1
Cc1cc(C(c2nnnn2Cc2ccccc2)N2CCOCC2)c(C)n1-c1ccc2c(c1)OCO2 (stereo unspecified) | 1638 | 2 | 6 | 104 | 1 | / | 1.1 | -3 | 1 | -14 | -1

Looked up one by one from the list above, three records:
SMILES | TR-FRET SRC-2 ct | PPARg SRC3 recr | STAT1 blocker | STAT3 activator | PPARg SRC-1 ag | ROMK mod | bIAP activator | PPARg SRC-2 ag | TNAP act hi DEA | bIAP inh | STAT3 blocker
CCN(CC)CCN1C(=O)C(=O)/C(=C(/O)c2cnn(-c3ccccc3)c2C)C1c1ccc(C)o1 (stereo unspecified) | 1534 | -5 | -21 | 100 | -3 | / | 1 | -2 | 1 | 3 | 4
Cn1ncc(C#N)c1/N=C/N1CCOCC1 | 1362 | -2 | -3 | 100 | -1 | -0.18 | 0.9 | 2 | 1.1 | 8 | 3
CCOC(=O)N1CCN(C(=O)CSc2nnc(COc3ccc(Cl)cc3)o2)CC1 | 1619 | 3 | 17 | 95 | 2 | / | 1 | 6 | 1 | 4 | 6
